Screening data: PubChem, The Scripps Research Institute Molecular Screening Center
TEAD-YAP inh: TEAD-YAP interaction inhibition; inhibition, % at 9.12 µM; 640,000 compounds, 1.4% hits; HEK-TIYL cells, TEAD-Gal4/YAP UAS-luciferase luminescence; in the data active = inhibition above about 32%;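 also: 0% = median of test compound wells and 100% = reference inhibitor wells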
GPR151 ag: activates the human receptor GPR151 | Q8TDV0 | PathHunter beta-arrestin GPR151 cells, luminescence | activation, % at 11.2 µM | 650,000 compounds, 1% hits | AID 1508602; in the data active = activation above about 4.9%;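 also: 0% = median of compound wells and 100% = cells with positive control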
MITF primary: human MITF inhibition, primary screen | O75030 | AlphaScreen MITF homodimerization, bead proximity signal | inhibition, % at 2.6 µM | 650,000 compounds, 0.91% hits; in the data active = inhibition above about 50%;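 also: 0% = vehicle wells with protein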
FBW7 act: activators of human E3 ligase FBW7; Q969H0; AlphaScreen FBW7–phospho-cyclin E peptide binding, activator screen; normalized activity (activation), % at 26.1 µM; 650,000 compounds, 0.13% hits; in the data active = normalized activity above about 1.9%;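 also: purified mutant Fbw7 with reduced substrate affinity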
Target sequence (Q969H0 whole entry, looked up): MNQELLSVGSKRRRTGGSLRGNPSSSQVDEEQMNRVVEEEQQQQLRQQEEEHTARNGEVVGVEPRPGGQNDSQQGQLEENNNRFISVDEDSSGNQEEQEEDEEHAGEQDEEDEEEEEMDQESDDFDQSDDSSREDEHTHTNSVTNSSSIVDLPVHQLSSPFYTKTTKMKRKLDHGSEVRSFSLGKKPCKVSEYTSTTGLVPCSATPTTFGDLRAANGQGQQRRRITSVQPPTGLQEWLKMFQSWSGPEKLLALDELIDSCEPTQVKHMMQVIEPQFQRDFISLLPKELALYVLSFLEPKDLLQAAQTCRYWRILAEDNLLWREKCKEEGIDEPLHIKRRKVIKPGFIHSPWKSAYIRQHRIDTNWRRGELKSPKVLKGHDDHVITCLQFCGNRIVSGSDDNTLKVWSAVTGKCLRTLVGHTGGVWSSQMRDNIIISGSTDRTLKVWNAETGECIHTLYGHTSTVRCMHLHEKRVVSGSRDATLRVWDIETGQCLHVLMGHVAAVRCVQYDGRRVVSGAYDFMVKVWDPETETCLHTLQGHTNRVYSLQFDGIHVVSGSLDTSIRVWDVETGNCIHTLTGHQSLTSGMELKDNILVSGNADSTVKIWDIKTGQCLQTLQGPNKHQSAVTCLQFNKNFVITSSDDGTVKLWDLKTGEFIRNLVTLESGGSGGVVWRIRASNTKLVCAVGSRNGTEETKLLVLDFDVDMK
* = called active by the depositor; & = joins results of further samples.

Under each structure: TEAD-YAP inh, FBW7 act, GPR151 ag, MITF primary
> O=C1NC(=S)N/C1=C\c1ccc(O)c(Cl)c1
  7, -0.3, -1.1, -8
> CN1CCN(C(=O)c2cn(C3CCCCC3)c(=O)c3c2c2ccccc2n3C)CC1
  -10, 0.2, 0.6, 1
> COc1cccc(C2C(C(=O)Nc3ccccc3F)=C(C)NC3=C2C(=O)CCC3)c1OC (centres undefined)
  12, 0.5, 0.9, 14
> CSc1nc(C)cc(Nc2ccccc2)n1
  -15, -0.1, 1.0, 9
> Cc1cc2c(=O)n(C)c(SCC(=O)c3cccs3)nc2s1
  0, 0.0, -1.8, 13
> COc1ccc(S(=O)(=O)NCCSc2ccc(C)cc2)cc1
  -7, 0.1, 4.4, 15
> O=C(N/N=C/c1ccccc1O)C12CC3CC(CC(C3)C1)C2
  -26, 0.4, 1.4, 7
> Cc1cc(SCCOc2ccccc2)nc(N)n1
  -44, -0.1, 0.3, -1
> CCC(=O)N1c2ccccc2NC2=C(C(=O)CC(C)(C)C2)C1c1ccc(N(CC)CC)cc1 (centres undefined)
  13, -0.2, 0.8, 6
> CC(C)NCC(O)COc1ccc(COCCOC(C)C)cc1 (centres undefined)
  9&1, 0.1&0.9&0.0&-0.1, -0.5&-2.4&-0.3&-1.1, -17&25&-2&7
> CN(CCN1C(=O)C2C(C(=O)Nc3cccc(Cl)c3)C3C=CC2(O3)C1C(=O)NC1CCCCC1)Cc1ccccc1 (centres undefined)
  1, -0.1, 0.5, -10
> Cn1c(=O)c2c(SCc3cccnc3)nc(-c3cccs3)nc2n(C)c1=O
  -2, 0.1, -1.1, -5
> O=C(Nc1ccc(F)cc1)C(=S)N1CCCCC1
  2, 0.6, -1.1, 11
> O=C(CCCN1C(=O)c2cccc3cccc(c23)C1=O)Nc1nc(-c2ccc(F)cc2)cs1
  -9, 0.0, 0.5, 3
> CC1CC(C)CN(S(=O)(=O)c2ccc(Sc3ccc(F)cc3)c(C(=O)NCc3ccc(F)cc3)c2)C1 (centres undefined)
  5, 0.0, -0.3, -2
> COc1cccc(OC)c1C(=O)Nc1ccc(F)c(Cl)c1
  -1, 0.0, -0.2, -1
> CCCC(=O)Nc1ccc(Cl)c(NC(=O)c2cccc([N+](=O)[O-])c2C)c1
  1, 0.0, 1.5, -5
> CCc1cc2c3c(c(=O)oc2cc1OCC(=O)OC(C)(C)C)CCCC3
  -2, 0.0, 0.5, -1
> O=C(Nc1ccc(Br)cn1)c1cccs1
  -45, 0.1, -7.1, -7
> Cc1ccccc1C(=O)Nc1ccc(S(=O)(=O)N2CCCC2)cc1
  -2, -0.3, -1.1, 0
> O=C(Nc1nc2c(Cl)cccc2s1)c1ccc(S(=O)(=O)N2CCOCC2)cc1
  9, -0.1, 1.6, 1
> COC(=O)c1cc(C)nc2c1c(C)nn2-c1ccc(C)cc1
  -8, 0.3, -0.3, 4
> O=C(NCC1CCCO1)c1ccc2ccccc2c1 (centres undefined)
  -59, 0.3, -0.6, -1
> CCCCCCCC(=O)Oc1ccc(C(=O)Nc2cc(C)on2)cc1
  -6, -0.1, 0.9, -2
> N#Cc1ccccc1NC(=O)c1ccc([N+](=O)[O-])o1
  -20, 0.0, 1.9, -8
> COCC1CCN(C(=O)c2cc(COc3cccc(C(F)(F)F)c3)on2)C1 (centres undefined)
  -37, 0.1, -0.4, -6
> O=C1CSC(c2ccc([N+](=O)[O-])cc2)N1c1ccccc1F (centres undefined)
  13, 0.0, -0.9, 6
> COc1ccc([N+](=O)[O-])cc1C(=O)Nc1ccc(OCC(=O)N2CCOCC2)cc1
  7, 0.3, 2.1, 16
> Cc1ccc(CN2C3=C(C(=O)CC(C)(C)C3)C(c3ccc(Cl)cc3)C3=C2CC(C)(C)CC3=O)cc1
  -10, 0.0, -1.5, -7
> CC1=NN(c2ccc([N+](=O)[O-])cc2)C(=O)/C1=C\c1ccc(C)o1
  2, 0.0, 2.5, 81*
> Nc1nnc(SCC(=O)Nc2c(Cl)cc(Cl)cc2Cl)s1
  4, 0.1, 0.3, 9
> O=S(=O)(c1ccc2c(c1)OCCO2)N1CCNCC1
  5, 0.1, 1.4, -2
> O=C(CSc1ccccn1)Nc1ccc2c(c1)OCO2
  -1, 0.3, -1.5, 8
> Cc1ccccc1C(=O)N1CCC(C(=O)Nc2ccc(I)cc2)CC1
  3, 0.1, 0.1, -5
> CCN(c1ccccc1)S(=O)(=O)c1ccc(NC(=O)c2ccccc2OC)cc1
  4, 0.1, -0.5, 11
> COc1ccc(-n2nc(C(=O)Nc3ccc(F)cc3Cl)c3ccccc3c2=O)c(OC)c1
  -7, -0.1, 2.0, -3
> COc1ccc(Cl)cc1-c1nc2ccc(OC(C)=O)cc2c(=O)o1
  0, -0.3, 0.0, 2
> CCOC(=O)C1=C(C)NC2=C(C(=O)C(C(=O)OCC)C(c3ccc(OC)cc3)C2)C1c1ccc(F)cc1 (centres undefined)
  6, 0.2, -1.3, -1
> N=C1C(c2nc3ccccc3[nH]2)=C(O)CN1C1CCCC1
  -58, -0.1, 0.0, 3
> CC(C)C(=O)N1CC[C@@H]2[C@H](CCCN2C(=O)Cc2cccc(F)c2F)C1
  3, 0.0, 0.9, 3
> Cc1ccc2cc(C#N)c(NCCNC(=O)C(Cl)Cl)nc2c1
  -3, 0.0, 0.1, 13
> O=C(c1ccccc1NS(=O)(=O)c1ccc(Br)cc1)N1CCCC1
  1, 0.0, -0.5, 15
> Cc1ccccc1-c1nnc(NC(=O)c2cccc(Cl)c2)s1
  12, 0.1, 0.4, 11
> CN1C(=O)c2ccccc2C(C(=O)NCCCN2CCCCCC2)C1c1cccs1 (centres undefined)
  -4, -0.1, 4.0, -12
> CC(=O)N1CCC(N(CCCOC(C)C)C(=S)Nc2ccccc2C)CC1
  1, 0.3, 0.9, 7
> CCN(CC)CCCNC(=O)CNC(=O)Cn1cnc2sc3c(c2c1=O)CCCC3
  -4, 0.1, -1.2, 8
> Cc1ccc(-c2nc(N3CCN(c4ccc(C)cc4)C(C)C3)c3ccccc3n2)cc1 (centres undefined)
  2, -0.6, -0.6, 3
> COc1ccc(OC)c(N/C=C(/C#N)c2nc(-c3ccc4c(c3)OCO4)cs2)c1
  -1, -0.1, 0.6, 3
> CCCNc1cc(-c2csc3ccccc23)ncn1
  13, -0.1, -2.0, 8
> CC(C)[C@H]1NC(=O)[C@H]2CN(S(=O)(=O)c3ccccc3F)CCN2C1=O
  -2, 0.1, -1.3, -21
> CCOCCCNc1nc2nc3ccc(C)cn3c(=O)c2cc1C(=O)NCc1ccccc1
  8, -0.1, -0.2, 1
> O=C(Nc1ccc(Cl)cc1)Nc1ccccc1OC(F)F
  -6, 0.3, -2.1, -11
> Nc1ccc2nc(CN3CCCCC3)[nH]c2c1
  -2, 0.4, 0.3, 18
> Cc1ccc(C)c(NC(=O)c2cc(S(=O)(=O)N3CCc4ccccc43)ccc2F)c1
  -7, 0.2, 0.4, 16
> O=C(CN(c1ccccc1)S(=O)(=O)c1ccc(F)cc1)NCCc1ccccc1
  9, 0.5, -0.2, 15
> O=C(c1cc2n(n1)C(C(F)(F)F)CC(c1ccc3c(c1)OCO3)N2)N1CCN(c2cccc(Cl)c2)CC1 (centres undefined)
  -6, 3.7*, 0.2, 19
> Cc1noc(C)c1CSc1nc2sc3c(c2c(=O)n1-c1ccccc1)CCCC3
  6, -0.1, 2.0, -2
> Nc1cccc(-c2nc3ncnc(Nc4ccccc4)c3[nH]2)c1
  -8, 0.2, -0.2, 19
> COc1ccc(N2C(=S)N=C(Nc3cccc(C)c3)C23CCCCC3)cc1
  -1, -0.2, -1.2, -1
> COc1ccc(-c2cc(=O)c3cc(OC)ccc3o2)cc1
  -20&-29, 0.0&0.5, -2.8&-2.2, -3&-9

Entries from the list above that contain a furan ring, fused or not:
Under each structure: TEAD-YAP inh, FBW7 act, GPR151 ag, MITF primary
> N#Cc1ccccc1NC(=O)c1ccc([N+](=O)[O-])o1
  -20, 0.0, 1.9, -8
> CC1=NN(c2ccc([N+](=O)[O-])cc2)C(=O)/C1=C\c1ccc(C)o1
  2, 0.0, 2.5, 81*

Molecules shown so far that have a thiophene ring, fused or not:
Under each structure: TEAD-YAP inh, FBW7 act, GPR151 ag, MITF primary
> Cc1cc2c(=O)n(C)c(SCC(=O)c3cccs3)nc2s1
  0, 0.0, -1.8, 13
> Cn1c(=O)c2c(SCc3cccnc3)nc(-c3cccs3)nc2n(C)c1=O
  -2, 0.1, -1.1, -5
> O=C(Nc1ccc(Br)cn1)c1cccs1
  -45, 0.1, -7.1, -7
> CN1C(=O)c2ccccc2C(C(=O)NCCCN2CCCCCC2)C1c1cccs1 (centres undefined)
  -4, -0.1, 4.0, -12
> CCN(CC)CCCNC(=O)CNC(=O)Cn1cnc2sc3c(c2c1=O)CCCC3
  -4, 0.1, -1.2, 8
> CCCNc1cc(-c2csc3ccccc23)ncn1
  13, -0.1, -2.0, 8
> Cc1noc(C)c1CSc1nc2sc3c(c2c(=O)n1-c1ccccc1)CCCC3
  6, -0.1, 2.0, -2

Returning to the listing with the 3 entries that preceded the break.
Under each structure: TEAD-YAP inh, FBW7 act, GPR151 ag, MITF primary
> Nc1cccc(-c2nc3ncnc(Nc4ccccc4)c3[nH]2)c1
  -8, 0.2, -0.2, 19
> COc1ccc(N2C(=S)N=C(Nc3cccc(C)c3)C23CCCCC3)cc1
  -1, -0.2, -1.2, -1
> COc1ccc(-c2cc(=O)c3cc(OC)ccc3o2)cc1
  -20&-29, 0.0&0.5, -2.8&-2.2, -3&-9
> O=C(N/N=C\C1CC2CCC1C2)c1cccc(Br)c1 (centres undefined)
  -43, -0.1, 1.0, 2
> Cc1ccc2cc(C(c3nnnn3C(C)(C)C)N3CCOCC3)c(=O)[nH]c2c1C (centres undefined)
  -3, -0.1, 0.2, 4
> O=C(CN1Cc2ccccc2C1=O)N1CCN(c2ccccc2F)CC1
  6, 0.2, 0.3, 9
> COc1ccc(-c2cc(C(=O)N/N=C/c3cccc(O)c3)[nH]n2)cc1OC
  1, 0.2, -1.5, 22
> COc1ccc(Nc2ncc(-c3ccccc3N(C)C)n3ccnc23)cc1
  -10, -0.1, 0.1, 5
> CCOC(=O)c1ccc(N(CN2C(=O)c3ccccc3C2=O)C(=O)C(F)(F)F)cc1
  3, 0.0, -0.7, 12
> O=C1Nc2ccc(Br)cc2/C1=N/N=C/c1cccc(O)c1
  2, -0.1, 0.6, -3
> O=C(NCC1CCC2(CCN(Cc3ccccc3-c3ccco3)CC2)O1)c1ccccc1 (centres undefined)
  2, 0.0, 0.5, 9
> COc1cc(S(=O)(=O)NCC2CCCO2)c(OC)cc1Br (centres undefined)
  -2, -0.4, -0.3, -14
> COc1cc2c(-c3cc(Br)ccc3O)nc3c(c(Cc4ccccc4)nn3-c3ccccc3)c2cc1OC
  4, 0.5, -0.4, 9
> CCc1ccc(-n2c(=S)sc3c(=O)n(-c4ccc(F)cc4)c(=S)[nH]c32)cc1
  -2, 0.1, -1.6, -4
> CC(C)n1cnc2c(Nc3ccc4c(c3)OCO4)nc(N3CCN(Cc4ccc5c(c4)OCO5)CC3)nc21
  4, 0.5, 0.0, 5
> O=C1N=C(N2CCCC2)CN1c1ccccc1
  4, -0.2, 0.0, -4
> COC(=O)c1ccccc1NC(=O)c1sc2ncnc(N3CCc4ccccc4C3)c2c1C
  3, -0.2, 0.7, 1
> Cc1cc(C)n(C(Nc2ncc(Cl)cc2Cl)c2ccccc2C(F)(F)F)n1 (centres undefined)
  -5, 0.1, 0.2, -2

2 entries from above, field by field.
CC1CC(C)CN(S(=O)(=O)c2ccc(Sc3ccc(F)cc3)c(C(=O)NCc3ccc(F)cc3)c2)C1 (centres undefined)
  TEAD-YAP inh: 5
  FBW7 act: 0.0
  GPR151 ag: -0.3
  MITF primary: -2

COc1cccc(OC)c1C(=O)Nc1ccc(F)c(Cl)c1
  TEAD-YAP inh: -1
  FBW7 act: 0.0
  GPR151 ag: -0.2
  MITF primary: -1

(further entries)
Under each structure: TEAD-YAP inh, FBW7 act, GPR151 ag, MITF primary
> COc1ccc(N(C(=O)c2ccc(N)cc2N)c2ccccc2)cc1
  -1, -0.1, 0.4, -9
> CCOCc1cn(CC(=O)c2ccc([N+](=O)[O-])cc2)c(C)nc1=N
  -7, -0.2, 0.1, -4
> CC(=O)c1ccc(NC(=O)/C=C/c2cccc(C(F)(F)F)c2)cc1
  -12, -0.1, -0.9, 4
> COC(=O)C1=CN(C)C=C(C(=O)OC)C1c1ccccc1OC(C)C
  -3, 0.0, -0.1, -3
> CC(C)n1c(N2CCN(S(=O)(=O)c3cccc([N+](=O)[O-])c3)CC2)nc2ccccc21
  -3, -0.2, -1.3, -1
